# MT1-MMP act inh: blocks activation of human MT1-MMP; HT1080 RFP-PRO-GFP cells, GFP/RFP ratio fluorescence, overnight; percent of plate control window, DMSO zero; GFP/RFP ratio change, % at 20 µM; actives 0.061% (n = 360,000);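 active = GFP/RFP ratio change of at least 30% with cell ATP level not reduced by more than half and red fluorescence within 50% of control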; also: strong numbers were not always called active
#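 Material: RFP-PRO-GFP reporter HT1080 cells. Dosing: single-point 20 µM compound, 1% DMSO. Controls: DMSO and RFP-L50D-GFP cell wells. Timing: cells overnight before dosing, compound overnight, 37 °C, 5% CO2. Measure: GFP/RFP fluorescence ratio.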
# NRP1-CendR mod: NRP-1/CendR interaction modulation. O14786. actives 0.85% (n = 360,000). FAM-RPARPAR peptide binding to NRP-1, fluorescence polarization. AID 602438. inhibition, % at 25 µM;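 active = inhibition or corrected inhibition above about 18%, plus a signal ratio from 0.5 to 1.5, limit read from the data, passing the limit was not always enough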; also: strong numbers were not always called active
# E coli Lon inh: inhibits E. coli Lon protease | P0A9M0 | purified E. coli Lon protease, fluorescence polarization | inhibition, % at 7.94 µM | actives 0.42% (n = 360,000); in the data active = inhibition above about 13%, passing the limit was not always enough;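 also: 0% = enzyme with probe and DMSO and 100% = no enzyme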
# MsrA inhibitor: inhibitors of bovine MsrA. actives 0.75% (n = 360,000). AID 651718. inhibition, % at 15.5 µM. purified bovine MsrA, absorbance read-out; in the data active = inhibition above about 4.5%;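 also: 0% = vehicle wells with enzyme and 100% = reference inhibitor wells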
# Rin1 Abl inh: human Rin1-Abl interaction inhibition; P00519+Q13671; TR-FRET Rin1/Abl binding, biochemical; inhibition, % at 7.35 µM; actives 0.4% (n = 360,000); AID 588664; in the data active = inhibition above about 5%, passing the limit was not always enough
# Neddylation inh: cullin neddylation inhibition. TR-FRET cullin neddylation, biochemical. P61081+Q13564. calls only at 25 µM. actives 0.58% (n = 360,000); in the data active = inhibition above about 36%
# SKN-1 inh: inhibitors of C. elegans SKN-1; C. elegans VP596 Pgst-4::GFP/RFP ratio, acrylamide-induced, 24 h; AID 624304; actives 0.49% (n = 360,000); inhibition, % at 21.8 µM;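 active = interference check ratio from 0.5 to 1.5 plus GFP to RFP signal ratio inhibition reaching or exceeding a fixed threshold, cut at about 30% in these data, passing the limit was not always enough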; also: some compounds called inactive have numbers as strong as hits
# bovine MsrA act: activators of bovine methionine sulfoxide reductase A | purified bovine MsrA, absorbance read-out | activation, % at 10.6 µM | actives 0.3% (n = 360,000); in the data active = activation above about 7.5%;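 also: 0% = vehicle and 100% = reference activator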
# FAS TE block: FAS thioesterase (human) inhibition | P49327 | actives 0.67% (n = 360,000) | AID 602261 | inhibition, % at 15 µM | recombinant FAS-TE, OMFH fluorogenic substrate, fluorescence endpoint;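 active = compounds whose normalised, plate-corrected inhibition of enzyme fluorescence in the single-dose primary screen is 50% or more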;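 also: 0% = DMSO with enzyme and 100% = substrate without enzyme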
# Numbers without * were called inactive; i = inactive; / = no result given. Outcome played no part in choosing rows; overall some 4.2% were active at least once.
SMILES,MT1-MMP act inh,NRP1-CendR mod,E coli Lon inh,MsrA inhibitor,Rin1 Abl inh,Neddylation inh,SKN-1 inh,bovine MsrA act,FAS TE block
O=C(C1CCCN(Cc2ccccc2)C1)N1CCCCC1 (centres undefined),4,-19,-6,-0.9,-3,i,6,-2,-7
CC(C)c1ccc(NC(=S)Nc2ccc(OC(F)(F)F)cc2)cc1,-2,9,4,0.3,0,i,11,-2,5
COC(=O)CN(C#N)c1nc(NCc2ccccc2)nc(OC)n1,6,2,2,-1.4,1,i,6,-2,3
Cc1ccc(-c2nc(N)n(C(=O)Cc3ccccc3)n2)cc1,1,-2,-3,0.4,-2,i,5,-4,3
Oc1ccc2ccccc2c1Br,1,3,8,2.2,0,i,-3,-8,-2
CC1(C)Cc2c(c(-c3ccco3)nc3n[nH]c(N)c23)CO1,2,4,1,1.2,-4,i,-28,-9,-10
CCN1C(=O)c2ccccc2S(=O)c2ccc(C(=O)NCc3ccc(OC)cc3)cc21 (centres undefined),-4,5,-4,1.5,3,i,12,-3,-3
CC(OC(=O)CSc1ccccc1)C(=O)NC1CCCCC1C (centres undefined),1,-3,-15,0.6,4,i,0,1,-2
CCOC(=O)Cc1csc(SCC(=O)Nc2ccc(C)cc2F)n1,2,-6,0,-1.3,3,i,11,-1,-2
CC(=O)NC(C)(CC(=O)c1ccccc1)c1ccccc1 (centres undefined),1,4,-3,-0.5,-4,i,-11,4,-4
O=C(C1CCOCC1)N1CCC(CO)(CCc2ccccc2)CC1,-2,-9,-4,0.1,4,i,12,0,2
CC(C)[C@H](NC(=O)c1cccc(S(=O)(=O)N2CCOCC2)c1)C(=O)Nc1nc2ccccc2s1,-16,2,1,-0.6,-2,i,5,0,6

# Two compounds drawn at random from those above:
SMILES,MT1-MMP act inh,NRP1-CendR mod,E coli Lon inh,MsrA inhibitor,Rin1 Abl inh,Neddylation inh,SKN-1 inh,bovine MsrA act,FAS TE block
CCN1C(=O)c2ccccc2S(=O)c2ccc(C(=O)NCc3ccc(OC)cc3)cc21 (centres undefined),-4,5,-4,1.5,3,i,12,-3,-3
O=C(C1CCCN(Cc2ccccc2)C1)N1CCCCC1 (centres undefined),4,-19,-6,-0.9,-3,i,6,-2,-7

# The listing continues:
SMILES,MT1-MMP act inh,NRP1-CendR mod,E coli Lon inh,MsrA inhibitor,Rin1 Abl inh,Neddylation inh,SKN-1 inh,bovine MsrA act,FAS TE block
C=CCOc1cccc(C2C(C(=O)c3ccco3)=C(O)C(=O)N2CCN(CC)CC)c1 (centres undefined),0,3,1,3.8,-3,i,5,-3,-4
CCN(CCCNC(=O)c1nn(C)c2c1CS(=O)(=O)c1ccccc1-2)Cc1ccccc1,0,-1,2,0.0,5,i,17,-5,-4
CC(=O)c1c(C)n(CC(=O)NCc2ccc3c(c2)OCO3)c2ccccc12,10,5,-5,0.6,1,i,3,-13,11
O=C(N/N=C/c1cc(Br)cc([N+](=O)[O-])c1O)c1ccc(NC(=O)c2ccc(F)cc2)cc1,-10,-7,-13,-0.9,3,i,4,-2,30
CCn1c(CNC(=O)c2cc(OC)c(OC)c(OC)c2)cc2ccccc21,-3,10,-11,-0.6,1,i,-2,0,3
CSc1ccc(-c2nc(CSCC(=O)NCCCN3CCCC3=O)c(C)o2)cc1,-1,4,-2,1.5,-4,i,-11,0,-8
O=C(O)CCCC1(C(=O)O)CCCC1,0,8,5,0.1,1,i,1,-1,-7
COc1ccc(CNS(=O)(=O)c2ccc(-c3ccc(=O)[nH]n3)s2)cc1OC,5,0,-6,1.2,1,i,-11,-3,4
COc1ccccc1N1CCN(C(=O)CSc2nc(-c3ccco3)cc(C(F)(F)F)n2)CC1,3,-2,-3,2.4,2,i,7,1,22
NS(=O)(=O)c1ccc(NC(=O)CCC(=O)c2ccc(Cl)s2)cc1,-1,-9,3,-0.2,1,i,11,-1,-4
CCCC(c1nnnn1C(C)(C)C)N1CCN(C(=O)c2ccco2)CC1 (centres undefined),-3,2,-3,-1.3,0,i,-9,-4,-6
S=c1[nH]nc(SCc2ccccc2)c2[nH]cnc12,8,-2,13,2.9,-128,i,4,-3,-1
O=C(O)CN1C(=O)c2ccc(Oc3ccc([N+](=O)[O-])cc3)cc2C1=O,-2,-5,7,1.9,0,i,0,-1,-5
COc1ccc(OCCN(C)CC(=O)Nc2ccccc2SC)cc1,4,-5,-9,-0.6,1,i,-5,0,8
Cc1ccc(C)n1-n1cnc2sc3c(c2c1=O)CCCCC3,-2,0,-9,-0.2,0,i,-10,-10,8
C#Cc1ccc([C@@H]2C=C(C(=O)O)O[C@H](OCC)[C@H]2CCCO)cc1,-1,-30,-10,-0.8,-3,i,-6,-8,-6
CCCn1c2ccccc2c2cc(C(=O)O)ccc21,5,11,-7,2.0,-1,i,-3,-2,-3
N#CCSc1nnc(-c2ccccc2O)n1Cc1ccccc1,-3,-10,-4,-0.1,-6,i,8,-3,-6
CC(=O)NC1=NN(C(C)=O)C2(CCCC2)S1,3,-2,3,-0.2,2,i,10,-2,-2
CC(C)[C@H](NC(=O)OC(C)(C)C)C(=O)N/N=C/c1ccc2nccnc2c1,-4,5,4,1.5,-4,i,8,-5,-2
CCOC(=O)/C=c1\s/c(=C\c2c(OCC)ccc3ccccc23)c(=O)n1CC(=O)NCC1CCCO1 (centres undefined),-21,-26,-35,0.1,-4,i,-15,-4,14
COc1ccc(S(=O)(=O)NCC2CCCN(Cc3ccc(OC)cc3F)C2)cc1 (centres undefined),4,8,-2,-1.1,4,i,-6,-5,-5
CCOC(=O)C1(CCc2ccccc2)CCN(Cc2ccn[nH]2)CC1,0,4,4,0.4,1,i,-4,-6,-4
Cc1cc(C)cc(OCC(O)CN2CCN(C(=O)c3ccco3)CC2)c1 (centres undefined),10,10,4,-1.0,0,i,-4,-7,-6
CCNC(=O)/C(C#N)=C/c1c(N2CC(C)OC(C)C2)nc2ccccn2c1=O (centres undefined),1,-2,12,2.9,-1,i,2,-4,-8
O=C(NNc1cc(N2CCCC2)nc(N2CCCC2)n1)c1ccc([N+](=O)[O-])cc1,1,18,0,-0.1,-2,i,-1,-3,30
CC(=O)Nc1ccc(C(=O)N2CCCCC2c2cc(C(=O)Nc3cccc4c3CCCC4)no2)cc1 (centres undefined),-3,5,-5,-0.7,-4,i,-7,-2,9
N/C(=N\OC(=O)c1ccc2c(c1)OCO2)c1cccc(Br)c1,3,-4,-3,0.7,3,i,-9,-2,5
O=C(COC(=O)c1ccco1)NCc1ccc2c(c1)OCO2,1,-15,-6,1.2,-3,i,1,-3,-6
Cc1ccccc1Cn1c(=O)n(CCC(=O)NCc2ccc3c(c2)OCO3)c(=O)c2ccccc21,2,16,3,0.4,-1,i,14,-3,-1
CC(CCc1ccco1)NC(=O)c1cc2c(-c3ccccc3F)nn(C)c2s1 (centres undefined),-5,-19,-9,0.6,-3,i,4,-1,23
O=C(Cc1ccc(Br)cc1)Nc1ccccc1Sc1ccccc1,-12,18,3,-0.2,3,i,11,-1,35
COc1ccccc1NC(=O)CN1C(=O)COc2ccc(S(=O)(=O)N3CCOCC3)cc21,-1,12,4,0.6,4,i,20,-1,-4
CCCCSc1nc2c(cnn2-c2ccccc2)c(=O)n1N,5,-8,0,0.6,2,i,19,-2,-1
Cc1ccc(NC(=O)N(C)c2ccccc2)cc1,4,-2,6,1.3,0,i,7,-8,-9
Cn1c(SCC(=O)c2cc(Cl)c(Cl)s2)nnc1-c1ccco1,-3,-42,-1,-1.5,-2,i,-6,-8,12

# Reformatted with tabs: entries from further up.
Compound	MT1-MMP act inh	NRP1-CendR mod	E coli Lon inh	MsrA inhibitor	Rin1 Abl inh	Neddylation inh	SKN-1 inh	bovine MsrA act	FAS TE block
Cc1ccc(NC(=O)N(C)c2ccccc2)cc1	4	-2	6	1.3	0	i	7	-8	-9
O=C(Cc1ccc(Br)cc1)Nc1ccccc1Sc1ccccc1	-12	18	3	-0.2	3	i	11	-1	35
CCNC(=O)/C(C#N)=C/c1c(N2CC(C)OC(C)C2)nc2ccccn2c1=O (centres undefined)	1	-2	12	2.9	-1	i	2	-4	-8
CC(CCc1ccco1)NC(=O)c1cc2c(-c3ccccc3F)nn(C)c2s1 (centres undefined)	-5	-19	-9	0.6	-3	i	4	-1	23
Cn1c(SCC(=O)c2cc(Cl)c(Cl)s2)nnc1-c1ccco1	-3	-42	-1	-1.5	-2	i	-6	-8	12

# Taken from above.
# For SKN-1 inh, `O=C(COC(=O)c1ccco1)NCc1ccc2c(c1)OCO2` has 1
# For Rin1 Abl inh, `CCCCSc1nc2c(cnn2-c2ccccc2)c(=O)n1N` has 2
# For SKN-1 inh, `O=C(Cc1ccc(Br)cc1)Nc1ccccc1Sc1ccccc1` has 11

# Grouped by structure: the entries above with a Cl atom.
SMILES,MT1-MMP act inh,NRP1-CendR mod,E coli Lon inh,MsrA inhibitor,Rin1 Abl inh,Neddylation inh,SKN-1 inh,bovine MsrA act,FAS TE block
NS(=O)(=O)c1ccc(NC(=O)CCC(=O)c2ccc(Cl)s2)cc1,-1,-9,3,-0.2,1,i,11,-1,-4
Cn1c(SCC(=O)c2cc(Cl)c(Cl)s2)nnc1-c1ccco1,-3,-42,-1,-1.5,-2,i,-6,-8,12

# The results go on.
SMILES,MT1-MMP act inh,NRP1-CendR mod,E coli Lon inh,MsrA inhibitor,Rin1 Abl inh,Neddylation inh,SKN-1 inh,bovine MsrA act,FAS TE block
CCN(C[C@H]1N[C@@](C)(C(=O)OC)[C@H]2C(=O)N(C)C(=O)[C@@H]12)S(=O)(=O)c1ccc(OC)cc1,3,1,-1,0.7,0,i,13,-2,-5
CC(=O)N(CCCc1ccc(C(C)(C)C)cc1)CCCN(C)C,6,16,-6,0.5,3,i,5,-4,10
CCOc1ccc(S(=O)(=O)N2CCC(C(=O)N3CCc4ccccc4C3)CC2)cc1,2,2,-3,0.6,-4,i,16,0,17
O=C(CSc1cccc[n+]1[O-])Nc1cccc(Oc2ccccc2)c1,-1,7,-1,0.1,4,i,-1,-1,-4
c1ccc(-c2cn3c(n2)CCC3)cc1,-4,-4,-2,0.9,-4,i,22,-2,-4
CC1(C)C2CC[C@]3(C)C(CC=C4[C@@H]5C[C@@](C)(CO)[C@@H](O)C[C@]5(C(=O)O)CC[C@]43C)[C@@]2(C)CC[C@@H]1O (some centres undefined),3,-8,2,/,5,i,-9,-8,-2
COC(=O)[C@@H](NC(=O)Nc1cccc(Br)c1)C(C)C,-3,-2,2,-0.7,-4,i,3,-2,-5
O=C(Nc1ccc(Oc2ccccc2)nc1)C1CCCCN1Cc1ccc(OCCO)cc1 (centres undefined),-2,0,4,0.5,3,i,6,-6,-4
CCOC(=O)c1ccc(-c2ccc(N3C(c4cccc(OC)c4)=Cc4ccc(F)cc4C3CC(C)=O)cc2)cc1F (centres undefined),-4,-15,-7,0.6,/,/,14,-2,16
NS(=O)(=O)c1ccc(N2C(=O)C3C4CC(C(Br)C4Br)C3C2=O)cc1 (centres undefined),0,6,11,-0.5,1,i,0,-9,-1
CCC(C)(C(=O)NC1CCCC1)N(C(=O)CNC(=O)c1ccccc1)c1c(C)n(C)n(-c2ccccc2)c1=O (centres undefined),-1,-14,0,-0.5,-6,i,-10,-4,-3
CCOC(=O)c1cn(Cc2ccc(C)cc2)c2cc(F)ccc2c1=O,-6,5,16,-0.2,2,i,-6,-10,-3
Cc1noc(C)c1CSc1nnnn1-c1ccc(Cl)cc1,-2,2,3,-0.4,1,i,1,-3,0
O=C(COC(=O)C1CCN(c2ccc(C(F)(F)F)cn2)CC1)c1cccc(Br)c1,1,10,2,-0.2,-1,i,6,-1,30
